Compound activity as filed in PubChem BioAssay.
NCI-60 one-dose screen, 48 h, at 10 µM unless noted. Numbers give growth in % (100 = growth as untreated, 0 = no growth, -100 = all killed).
MCF7: MCF7 breast cancer; 82,000 tested, 6.3% active; AID 1794796
MALME-3M: MALME-3M melanoma; AID 1794766; 78,000 tested, 5.8% active
MDA-MB-231: MDA-MB-231 breast cancer. 81,000 tested, 5% active
LOX IMVI: LOX IMVI melanoma; 79,000 tested, 7.4% active; AID 1794757
T-47D: T-47D breast cancer. 79,000 tested, 5% active. AID 1794792
BT-549: BT-549 breast cancer; 78,000 tested, 4.4% active; AID 1794793
MDA-MB-468: MDA-MB-468 breast cancer; 78,000 tested, 8.5% active; AID 2202374
HS 578T: HS 578T breast cancer. 78,000 tested, 4.1% active
Active calls of the source: *. The calls were made as follows: active = growth percent below 10; inactive = the rest.

The first 8 compounds (preview)
For Cn1cc(-c2cc(N)n3nc(-c4cn(C)c5ccccc45)cc3n2)c2cc(F)ccc21 the results were MCF7 -56*, MALME-3M -78*, MDA-MB-231 -56*, LOX IMVI -86*, T-47D -50*, BT-549 -70*, MDA-MB-468 -36* and HS 578T -24*.
`COc1ccc(N=Nc2ccc(O)c(=O)cc2)cc1` gave MCF7 5.7*, MALME-3M 9.9*, MDA-MB-231 17, LOX IMVI -39*, T-47D -0.2*, BT-549 22, MDA-MB-468 -32* and HS 578T 31.
Screening O=C(O)CCN1C(=O)/C(=C/c2ccc(O)cc2O)SC1=S returned MCF7 97, MALME-3M 106, MDA-MB-231 103, LOX IMVI 59, T-47D 101, BT-549 107, MDA-MB-468 96 and HS 578T 104.
Screening C(=C\c1ccccn1)/c1ccccn1 returned MCF7 85, MALME-3M 135, MDA-MB-231 107, LOX IMVI 98, T-47D 86, BT-549 108 and MDA-MB-468 106.
For O=c1[nH]c(O)c(/C=C2\C=c3ccccc3=N\C2=N\c2nc3ccccc3s2)s1 the results were MCF7 58, MALME-3M 93, MDA-MB-231 78, LOX IMVI 56, T-47D 83, BT-549 82, MDA-MB-468 86 and HS 578T 89.
CCC(C)(C(=O)O)C1CCCCC1 (stereo unspecified) was read as MCF7 102, MALME-3M 109, MDA-MB-231 115, LOX IMVI 101, T-47D 106, BT-549 98, MDA-MB-468 97 and HS 578T 100.
Screening N#Cc1c(-c2ccc(Cl)cc2)cc(-c2c[nH]c3ccccc23)nc1-c1c[nH]c2ccccc12 returned MCF7 90, MALME-3M 108, MDA-MB-231 98, LOX IMVI 101, T-47D 101, BT-549 113, MDA-MB-468 103 and HS 578T 101.
Screening Cc1ccc2nc(-c3ccc(C(=O)N/N=C/c4ccc(N(C)C)cc4)cc3)[nH]c2c1 returned MCF7 74, MALME-3M 94, MDA-MB-231 94, LOX IMVI 78, T-47D 102, BT-549 93, MDA-MB-468 93 and HS 578T 102.

Main list, previewed entries included:
For Cn1cc(-c2cc(N)n3nc(-c4cn(C)c5ccccc45)cc3n2)c2cc(F)ccc21 the results were MCF7 -56*, MALME-3M -78*, MDA-MB-231 -56*, LOX IMVI -86*, T-47D -50*, BT-549 -70*, MDA-MB-468 -36* and HS 578T -24*.
`COc1ccc(N=Nc2ccc(O)c(=O)cc2)cc1` gave MCF7 5.7*, MALME-3M 9.9*, MDA-MB-231 17, LOX IMVI -39*, T-47D -0.2*, BT-549 22, MDA-MB-468 -32* and HS 578T 31.
Screening O=C(O)CCN1C(=O)/C(=C/c2ccc(O)cc2O)SC1=S returned MCF7 97, MALME-3M 106, MDA-MB-231 103, LOX IMVI 59, T-47D 101, BT-549 107, MDA-MB-468 96 and HS 578T 104.
Screening C(=C\c1ccccn1)/c1ccccn1 returned MCF7 85, MALME-3M 135, MDA-MB-231 107, LOX IMVI 98, T-47D 86, BT-549 108 and MDA-MB-468 106.
For O=c1[nH]c(O)c(/C=C2\C=c3ccccc3=N\C2=N\c2nc3ccccc3s2)s1 the results were MCF7 58, MALME-3M 93, MDA-MB-231 78, LOX IMVI 56, T-47D 83, BT-549 82, MDA-MB-468 86 and HS 578T 89.
CCC(C)(C(=O)O)C1CCCCC1 (stereo unspecified) was read as MCF7 102, MALME-3M 109, MDA-MB-231 115, LOX IMVI 101, T-47D 106, BT-549 98, MDA-MB-468 97 and HS 578T 100.
Screening N#Cc1c(-c2ccc(Cl)cc2)cc(-c2c[nH]c3ccccc23)nc1-c1c[nH]c2ccccc12 returned MCF7 90, MALME-3M 108, MDA-MB-231 98, LOX IMVI 101, T-47D 101, BT-549 113, MDA-MB-468 103 and HS 578T 101.
Screening Cc1ccc2nc(-c3ccc(C(=O)N/N=C/c4ccc(N(C)C)cc4)cc3)[nH]c2c1 returned MCF7 74, MALME-3M 94, MDA-MB-231 94, LOX IMVI 78, T-47D 102, BT-549 93, MDA-MB-468 93 and HS 578T 102.
For CC(=O)C1=C(C)NNc2c3ncnc-3ncn21 the results were MCF7 100, MALME-3M 99, MDA-MB-231 104, LOX IMVI 105, T-47D 99, BT-549 106, MDA-MB-468 99 and HS 578T 100.
Screening N/C(=N/N=C\c1ccccc1Cl)N/N=C/c1ccccc1Cl returned MCF7 57, MALME-3M 125, MDA-MB-231 110, LOX IMVI 96, T-47D 87, BT-549 138, MDA-MB-468 31 and HS 578T 111.
`Clc1ccc(C(Cn2ccnc2)OCc2ccsc2Cl)c(Cl)c1` (stereo unspecified) gave MCF7 44, MALME-3M 66, MDA-MB-231 71, LOX IMVI 44, T-47D 44, BT-549 40, MDA-MB-468 9.7* and HS 578T 31.
`Nc1nn2c(-c3cc4ccccc4oc3=O)ccnc2c1N=Nc1ccccc1` gave MCF7 53, MALME-3M 82, MDA-MB-231 -35*, LOX IMVI 34, T-47D 86, BT-549 30, MDA-MB-468 78 and HS 578T 76.
Screening Oc1ccc(-c2nnc(CNc3ccc(F)c(Cl)c3)o2)cc1 returned MCF7 93, MALME-3M 106, MDA-MB-231 99, LOX IMVI 94, T-47D 103, BT-549 103, MDA-MB-468 124 and HS 578T 108.
Cc1ccccc1OC(=O)c1ccc(Cl)cc1 was read as MCF7 102, MALME-3M 99, MDA-MB-231 110, LOX IMVI 99, T-47D 111, BT-549 103, MDA-MB-468 114 and HS 578T 106.
For CN(C)c1ccc(/C=N/NC(=O)c2cc(-c3nc4ccccc4[nH]3)nc3ccccc23)cc1 the results were MCF7 87, MALME-3M 118, MDA-MB-231 103, LOX IMVI 94, T-47D 86, BT-549 84, MDA-MB-468 98 and HS 578T 113.
`Cn1cc(-c2nc(N)nnc2-c2ccccn2)c2cc(Br)ccc21` gave MCF7 81, MALME-3M 105, MDA-MB-231 82, LOX IMVI 95, T-47D 88, BT-549 92, MDA-MB-468 96 and HS 578T 98.
`O=CN/N=C/c1ccc(Cl)c([N+](=O)[O-])c1` gave MCF7 6.0*, MALME-3M 30, MDA-MB-231 44, LOX IMVI 17, T-47D 25, BT-549 43 and MDA-MB-468 -12*.
For Nc1ccc(C2=NNC(=O)Cc3cc4c(cc32)OCCO4)cc1 the results were MCF7 101, MALME-3M 99, MDA-MB-231 108, LOX IMVI 95, T-47D 101, BT-549 92 and HS 578T 100.
Screening Nc1c(C(=O)NC2CCCCC2)sc2nc3c(cc12)C(=O)CCC3 returned MCF7 83, MALME-3M 139, MDA-MB-231 101, LOX IMVI 103, T-47D 94, BT-549 95, MDA-MB-468 86 and HS 578T 102.
`CCOC(=O)Nc1ccc(C)cc1NC(=O)OCC` gave MCF7 96, MALME-3M 95, MDA-MB-231 106, LOX IMVI 96, BT-549 77, MDA-MB-468 99 and HS 578T 87.
CCCCCCCCCCCCNCCC#N was read as MCF7 92, MALME-3M 100, MDA-MB-231 78, LOX IMVI 86, T-47D 88, MDA-MB-468 109 and HS 578T 120.
`Brc1cnc(OCc2ccccc2)nc1OCc1ccccc1` gave MCF7 101, MALME-3M 126, MDA-MB-231 101, LOX IMVI 108, T-47D 99, BT-549 96 and HS 578T 125.
For N#CC1OC(COC(=O)c2ccccc2)C(OC(=O)c2ccccc2)C1OC(=O)c1ccccc1 (stereo unspecified) the results were MCF7 96, MALME-3M 117, MDA-MB-231 99, LOX IMVI 103, T-47D 99, BT-549 107, MDA-MB-468 93 and HS 578T 118.
Nc1nc(-c2ccccc2)cc(-c2cc3ccccc3nc2Cl)n1 was read as MCF7 18, MALME-3M 88, LOX IMVI 45, T-47D 74, BT-549 82, MDA-MB-468 77 and HS 578T 83.
For COc1cc(C(=O)c2cc(C)c3[nH]c4ccc(Cl)cc4c3c2C)cc(OC)c1OC the results were MCF7 14, MALME-3M 28, MDA-MB-231 22, LOX IMVI 8.6*, T-47D 70, BT-549 14, MDA-MB-468 -13* and HS 578T 44.
O=C1/C(=C/c2ccc([N+](=O)[O-])o2)Oc2ccc(Br)cc21 was read as MCF7 17, MALME-3M -28*, MDA-MB-231 43, LOX IMVI 5.1*, T-47D 58, BT-549 -54*, MDA-MB-468 65 and HS 578T 106.
Screening CC1(C)CC(=O)C=C(N)C1 returned MCF7 160, MALME-3M 155, MDA-MB-231 104, LOX IMVI 98, T-47D 141, MDA-MB-468 91 and HS 578T 78.
CCOC(=O)c1csc2ncc(-c3ccc(Br)cc3)n12 was read as MCF7 82, MALME-3M 103, MDA-MB-231 94, LOX IMVI 84, T-47D 73, BT-549 97, MDA-MB-468 117 and HS 578T 98.
COc1cc(NC(C)CN(CC(C)C)CC(C)C)c2ncccc2c1Cl (stereo unspecified) was read as MCF7 76, MALME-3M 93, MDA-MB-231 94, LOX IMVI 94, T-47D 83, BT-549 116, MDA-MB-468 104 and HS 578T 109.
`CC(=O)Nc1sc2c(c1C(N)=O)CCC(=O)C2` gave MCF7 85, MALME-3M 109, MDA-MB-231 94, LOX IMVI 92, T-47D 82, BT-549 89, MDA-MB-468 122 and HS 578T 102.
Cc1ccc2nc(-c3ccc(C(=O)N/N=C\c4ccc(Cl)cc4Cl)cc3)[nH]c2c1 was read as MCF7 69, MALME-3M 96, MDA-MB-231 75, LOX IMVI 86, T-47D 70, BT-549 98, MDA-MB-468 102 and HS 578T 90.
CC[C@]12C=CCN3CC[C@@]4(c5ccc(OC)cc5N(C)[C@H]4[C@@](O)(C(=O)OC)[C@@H]1OC(=O)CCCOc1cc(O)c4c(=O)cc(-c5ccccc5)oc4c1)[C@@H]32 was read as MCF7 87, MALME-3M 108, MDA-MB-231 91, LOX IMVI 102, T-47D 94, BT-549 109, MDA-MB-468 96 and HS 578T 90.
Screening O=[N+]([O-])c1ccc(N/N=C\c2ccc(Cl)cc2Cl)nc1 returned MCF7 91, MALME-3M 93, MDA-MB-231 96, LOX IMVI 97, T-47D 94, BT-549 107, MDA-MB-468 134 and HS 578T 100.
For CCOC(=O)c1[nH]c(C)c(I)c1C the results were MCF7 85, MALME-3M 113, MDA-MB-231 109, LOX IMVI 102, T-47D 101, MDA-MB-468 108 and HS 578T 125.
`OC(c1ccccc1)c1ccccc1` gave MCF7 104, MALME-3M 99, MDA-MB-231 102, LOX IMVI 116, T-47D 93, BT-549 100, MDA-MB-468 111 and HS 578T 120.
COc1cc(-c2cn(-c3ccc(Cl)c(Cl)c3)c(=O)n2C(C)=O)cc(OC)c1OC was read as MCF7 86, MALME-3M 82, MDA-MB-231 63, LOX IMVI 73, T-47D 76, BT-549 62 and HS 578T 61.
For COCOc1cc2c(=O)c(C)c(C(=O)N[C@@H](Cc3ccccc3)C(O)C(=O)NCc3ccccc3)oc2cc1OC (stereo partly specified) the results were MCF7 17, MALME-3M -28*, MDA-MB-231 26, T-47D 41, BT-549 -36*, MDA-MB-468 14 and HS 578T 9.0*.
`Cc1cccc(/C=N/OCCC(C)C)n1` gave MCF7 90, MALME-3M 115, MDA-MB-231 120, LOX IMVI 97, T-47D 96, MDA-MB-468 104 and HS 578T 104.
Screening O=C1CCN(C(=O)c2ccccc2)c2ccccc21 returned MCF7 104, MALME-3M 104, MDA-MB-231 106, LOX IMVI 103, T-47D 93, BT-549 99, MDA-MB-468 95 and HS 578T 108.
CCCCS(=O)(=O)O was read as MCF7 88, MALME-3M 101, MDA-MB-231 118, LOX IMVI 102, T-47D 104, BT-549 99, MDA-MB-468 103 and HS 578T 102.
`O=[N+]([O-])c1cccc(-c2nc3sccn3c2-c2ccnc(NCCNS(=O)(=O)c3cccc(F)c3)n2)c1` gave MCF7 78, MALME-3M 125, MDA-MB-231 89, LOX IMVI 92, T-47D 50, BT-549 83, MDA-MB-468 67 and HS 578T 98.
COC(=O)[C@H](Cc1ccccc1)n1cc(COC(=O)c2cccc3c(=O)c4ccccc4n(Cc4cn([C@@H](Cc5ccccc5)C(=O)OC)nn4)c23)nn1 was read as MCF7 99, MALME-3M 96, MDA-MB-231 102, LOX IMVI 98, T-47D 107, BT-549 107, MDA-MB-468 104 and HS 578T 92.
Screening CCCC(CCC(N)=O)(CCC(N)=O)[N+](=O)[O-] returned MCF7 102, MALME-3M 99, MDA-MB-231 96, LOX IMVI 106, T-47D 95, BT-549 107, MDA-MB-468 99 and HS 578T 110.
Screening NC(N)=NC(N)=Nc1ccccc1-c1ccccc1 returned MCF7 110, MALME-3M 110, MDA-MB-231 116, LOX IMVI 102, T-47D 108, BT-549 131, MDA-MB-468 109 and HS 578T 109.
`CCOC(=O)c1c[nH]c(CN)c1C` gave MCF7 95, MALME-3M 105, MDA-MB-231 96, LOX IMVI 100, T-47D 91, BT-549 97, MDA-MB-468 100 and HS 578T 102.
`Nc1n[nH]c2ccc([C@@H]3Nc4ccc5[nH]ncc5c4[C@H]4C5C=CC(C5)[C@@H]34)cc12` (stereo partly specified) gave MCF7 18, MALME-3M 43, MDA-MB-231 25, LOX IMVI 9.8*, T-47D 80, BT-549 4.0*, MDA-MB-468 -12* and HS 578T 3.9*.
`CC1(C)OC2OC(COC(=O)c3ccccc3)C(=O)C2O1` (stereo unspecified) gave MCF7 99, MALME-3M 102, MDA-MB-231 110, LOX IMVI 93, T-47D 91, BT-549 121 and HS 578T 103.
COc1cccc([C@H]2c3[nH]c4ccccc4c3C[C@H]3C(=O)N(CCCCCCC(=O)NO)CC(=O)N23)c1 was read as MCF7 54, MALME-3M 24, MDA-MB-231 69, LOX IMVI 49, T-47D 31, BT-549 78 and HS 578T 60.
Screening N=C1N=C(N)CS1 returned MCF7 97, MALME-3M 114, MDA-MB-231 115, LOX IMVI 107, T-47D 108, BT-549 120, MDA-MB-468 103 and HS 578T 109.
O=C(Nc1ccncc1)C(=O)c1cn(S(=O)(=O)c2ccc(Oc3ccccc3)cc2)c2ccccc12 was read as MCF7 94, MALME-3M 85, MDA-MB-231 69, LOX IMVI 91, T-47D 66, BT-549 95, MDA-MB-468 55 and HS 578T 92.
Screening C=C[C@H]1C[C@@H]2C[C@@H]3[C@H]4C/C=C\C(=O)NCCCC5NC(=O)C(=C(O)/C=C/[C@@H]4CC(=O)[C@H]3[C@@H]2[C@H]1C)C5=O (stereo partly specified) returned MCF7 -64*, MALME-3M -72*, MDA-MB-231 -76*, LOX IMVI -47*, T-47D -54* and MDA-MB-468 -30*.

Outcome played no part in choosing rows; overall some 12% were active at least once.
